FLuc inhib CS: Photinus pyralis luciferase inhibition counter-screen. ATPLite firefly luciferase biochemical luminescence, 10 min. inhibition, % at 10 µM. 200,000 compounds, 1.5% hits. AID 1006;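 active = inhibition above about 50% when tested at 10 µM, limit read from the data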
Target sequence (P08659 whole entry, looked up): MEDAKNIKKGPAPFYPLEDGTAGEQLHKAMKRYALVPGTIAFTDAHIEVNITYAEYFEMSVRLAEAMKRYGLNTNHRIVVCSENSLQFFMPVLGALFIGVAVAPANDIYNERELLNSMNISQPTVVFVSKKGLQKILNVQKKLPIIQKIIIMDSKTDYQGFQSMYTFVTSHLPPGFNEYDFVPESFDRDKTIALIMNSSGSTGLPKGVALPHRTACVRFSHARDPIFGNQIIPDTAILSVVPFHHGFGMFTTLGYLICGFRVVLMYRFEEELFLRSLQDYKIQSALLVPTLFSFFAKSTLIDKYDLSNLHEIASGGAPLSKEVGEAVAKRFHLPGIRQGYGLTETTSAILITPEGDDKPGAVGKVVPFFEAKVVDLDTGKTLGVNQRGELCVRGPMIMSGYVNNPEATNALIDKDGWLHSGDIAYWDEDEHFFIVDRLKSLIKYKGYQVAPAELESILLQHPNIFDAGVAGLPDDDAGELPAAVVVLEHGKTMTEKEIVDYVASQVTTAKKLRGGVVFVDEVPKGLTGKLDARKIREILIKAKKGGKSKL
Redox H2O2 prof: compounds producing H2O2 with reducing agent – biochemical, NIH compound library profiling, artefact control for MLSCN library redox annotation, primary screen; DTT-dependent redox cycling H2O2, phenol red/HRP absorbance; 100% = 100 µM peroxide control, 0% = buffer; activation, % at 10 µM; 200,000 compounds, 0.03% hits;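 active = activation of at least 50% relative to the plate's high and low controls in the primary single-dose screen; inactive = activation below 50%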;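 note: compound incubated with DTT at 0.8 mM final as the reducing agent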
Hsp70 activator: transcriptional activators of Hsp70; 200,000 compounds, 0.04% hits; HeLa Hsp70 promoter luciferase reporter, luminescence; scaled: vehicle 0, proteasome-inhibitor control 100%; activation, % at 10 µM;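 active = activation above the mean across all tested compounds plus 3 SD, cutoff set per campaign, cut at about 5.5% in these data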;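 note: 100% = MG132 at 30 µM as the positive control and 0% = DMSO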
APP transl inh: APP translation inhibition. 190,000 compounds, 0.82% hits. SH-SY5Y APP 5'UTR-luciferase reporter, luminescence. inhibition, % at 2 µM;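 active = inhibition above a set limit, derived from the sample mean plus 3 SD, cut at about 45% in these data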; note: values of inactives mirror those of a sister screen read the other way
HMGR II inh: blocks class II HMG-CoA reductase of Enterococcus faecalis | 190,000 compounds, 0.41% hits | AID 1066 | inhibition, % at 10 µM | purified E. faecalis HMGR, NADPH absorbance 340 nm kinetic;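 active = inhibition above a set limit, the median over all tested compounds plus 3 SD, cut at about 9.5% in these data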;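 note: enzyme runs in reverse so mevalonate oxidation gives rising NADPH absorbance; 0% = complete reaction with DMSO and 100% = background rate lacking mevalonate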
FLuc act counter: firefly luciferase counter-screen for stimulation assays; activation factor at 10 µM; 200,000 tested, under 10 active; ATPlite luciferase biochemical, luminescence, 10 min; 0 = ATP-free wells, 1 = DMSO control; AID 1027; P08659;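 active = luciferase activation factor, scaled between plate controls, of at least 2 with compound at 10 µM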
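Assay system: Luciferase/luciferin detection reagent, cell-free biochemical luciferase assay / Also added: ATP substrate / Schedule: 10 min at ambient temperature / Measured by: luminescence measurement of luciferase light output / Benchmarks: low control with PBS replacing ATP, high control enzyme plus ATP without compound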
STAT1 activator: increases IFN-gamma driven STAT1 reporter signal; NIH 3T3 STAT1-luciferase reporter, luminescence; 100% = IFN-gamma alone, no compound; 200,000 compounds, 2.6% hits; activation (% of control), % at 5.5 µM;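 active = activation above the screen-wide mean activation plus 3 SD, cut at about 130% in these data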;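 note: raw ratio to IFN-gamma control signal so 100% means no change and 0% no light; values of inactives mirror those of a sister screen read the other way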
NF-kB neuron act: raises NF-kB expression in human neuronal cells; NF-kB reporter expression; active compounds read high; fold change at 12.5 µM; 190,000 compounds, 1.6% hits; AID 1239; in the data active = fold change above about 3.3
APP 5'UTR act: APP 5'UTR luciferase reporter activation. SH-SY5Y APP 5'UTR luciferase reporter, luminescence; zero percent = DMSO vehicle wells. activation, % at 2 µM. 190,000 compounds, 1% hits;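 active = activation above a set limit, based on mean plus 3 SD of controls, cut at about 140% in these data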; note: values of inactives mirror those of a sister screen read the other way
G6PDH CS: L. mesenteroides G6PDH inhibition counter-screen; 200,000 compounds, 0.12% hits; Purified L. mesenteroides G6PDH, diaphorase/resazurin coupled fluorescence, 45 min; AID 1020; inhibition, % at 5 µM; in the data active = inhibition above about 50%
The depositor's hits bear a star; x = not tested or not shown.

SMILES	FLuc inhib CS	Redox H2O2 prof	Hsp70 activator	APP transl inh	HMGR II inh	FLuc act counter	STAT1 activator	NF-kB neuron act	APP 5'UTR act	G6PDH CS
O=C1c2cccnc2C(Nc2ccccc2Br)N1Cc1ccco1 (centres undefined)	-4	0.6	-0.3	2	0	1	96	1.4	-2	0
CC1(C(=O)NCc2ccc(F)cc2)Oc2ccccc2NC1=O (centres undefined)	6	-1.1	-0.5	11	-9	0.9	80	1	-11	13
Cc1ccc(-n2cccc2/C=C2\C(=N)N3N=C(c4ccco4)SC3=NC2=O)cc1	-5	0.2	-0.1	-3	-7	1.1	99	1.1	3	-2
COc1ccccc1NS(=O)(=O)c1ccc(NC(=O)c2nc3nc(C)cc(C(F)F)n3n2)cc1	-5	0.4	0.2	-9	-1	1.1	95	1	9	2
O=C(NNC(=O)c1ccccc1-n1cccc1)c1ccc(Cl)c(Cl)c1	-7	20	0.0	-8	-9	1.1	110	1	8	3
O=C(COC(=O)C1CCC(=O)N1)Nc1ccc(Oc2ccccc2)cc1 (centres undefined)	2	0.1	-0.1	-7	-1	1	102	1.2	7	12
O=C(Nc1cccc(F)c1)c1ccc(-c2ccccc2Cl)o1	7	-0.3	0.1	-46	2	0.9	115	1.7	47	18
O=C(NCc1ccco1)/C(=C/C=C/c1ccccc1)NC(=O)c1ccco1	3	-0.1	0.1	17	-7	1	105	1.1	-17	-2
Cc1ncc(CO)c(/C=N/NC(=O)c2cc3c(s2)CCCC3)c1O	14	0.3	-0.1	27	0	0.9	93	1.1	-27	-23
Cc1ccc(C)c(NC(=O)CN(C)C(=O)c2nn(C)c(=O)c3ccccc23)c1	-4	-1.2	-0.3	7	-2	1	94	0.97	-7	2
CC1CCCCC1NC(=O)CSCC(=O)O (centres undefined)	3	0.1	-0.1	-18	-1	1	100	1.1	18	6
CN1C(=O)CC(N2CCC(c3nc4ccccc4[nH]3)CC2)C1=O (centres undefined)	-5	-1.5	-0.2	0	3	1	94	0.87	0	3
COc1ccccc1CN1C(=O)C(=O)N(Cc2cccc(C)c2)C1=O	6	-1.1	0.2	-2	-8	0.9	102	1.2	2	16
COc1ccc(/C=C/C(=O)NCC(=O)N/N=C/c2ccc(OC)cc2)cc1	-3	-1.7	-0.4	12	-3	1	99	0.88	-12	3
O=C(OCCN=C1NS(=O)(=O)c2ccccc21)c1ccco1	0	-0.3	0.0	12	-8	1	97	2.6	-12	11
CCCCOc1ccc(CN(CCO)CCO)cc1[N+](=O)[O-]	1	-0.1	-0.2	-5	-4	1	110	1	5	4
COc1c(C)cccc1C(=O)Nc1ccc(N2CCOCC2)c(Cl)c1	25	-16	0.0	-154	-7	0.8	152*	6.1*	154*	7
CCOc1ccccc1/C=N/NC(=O)CNC(=O)c1cccs1	10	-0.3	0.0	-9	-2	0.9	91	1.4	9	-4
O=C(NCCN1CCOCC1)Nc1cccc(Cl)c1	1	-0.4	-0.2	-9	-4	1	104	0.97	9	5
Cc1cccc(C)c1N(CC(=O)N1CCN(C)CC1)S(C)(=O)=O	-11	2.4	-0.4	-9	-6	1.1	94	1	9	10
COc1ccccc1CNCc1cccc(Oc2ccccc2)c1	-3	-0.7	0.0	-16	-5	1	98	1.1	16	12
CC(C)Cn1c(NCCN(C)C)nc2c1c(=O)[nH]c(=O)n2C	-4	2.3	-0.3	x	0	1	99	0.96	x	0
CCN(CC)CCNC(=O)C12CC3CC(C)(CC(C)(C3)C1)C2	-7	0.2	-0.3	9	-2	1.1	97	1	-9	4
Cc1ccc(S(=O)(=O)c2nc(Nc3ccccc3)sc2Cl)cc1	-7	0.8	-0.3	1	-9	1.1	94	0.73	-1	-31
O=c1c2sc3nc(N4CCOCC4)c4c(c3c2nnn1Cc1ccccc1)CCCC4	-5	1.9	-0.5	1	-1	1	101	0.98	-1	-2
Cc1cccnc1Sc1c([N+](=O)[O-])ncn1C	-3	-0.2	0.0	-2	3	1	107	1.1	2	11
COc1ccc(NC(=S)N2CCC(N(C)CC3CCCO3)CC2)cc1Cl (centres undefined)	-7	0.0	-0.3	5	-2	1.1	105	0.95	-5	-1
CCOCc1c(C(=O)OCC(=O)/C(C#N)=C(\C)N)oc2ccccc12	1	-1.7	-0.1	11	-3	1	94	1.2	-11	2
CCC1(c2ccc(F)cc2)NC(=O)N(CC(=O)Nc2ccc(-c3nc4ccc(C)cc4s3)cc2)C1=O (centres undefined)	27	0.2	-0.1	-214	-7	0.7	169*	1.1	214*	11
C/C(CCc1ccc2c(c1)OCO2)=N\N=C(/N)SC1CC(=O)N(c2ccccc2F)C1=O (centres undefined)	-4	-0.6	-0.6	-1	4	1	100	1.1	1	9
COc1ccc(CSc2nc(N3CCOCC3)c3c(c2C#N)CC(C)(C)OC3)cc1	-5	0.0	-0.2	7	1	1	100	0.69	-7	0
COc1cccc(NC(=S)NNC(=O)C(C)n2nc(C)c([N+](=O)[O-])c2C)c1 (centres undefined)	-6	-9.5	-0.5	11	-6	1.1	99	1.1	-11	1
O=C(CSc1nnc(Cn2c(=O)sc3ccccc32)n1CCc1ccccc1)N1CCCC1	-5	-1.0	-0.3	0	-8	1.1	85	1.5	0	7
Cc1cccc(-c2nnc(SCC#N)n2C)c1	-3	-0.4	0.1	-24	2	1	101	1.5	24	10
C=CCNC(=O)C(=O)c1c(-c2ccccc2)[nH]c2ccccc12	-8	-0.6	-0.1	1	3	1.1	98	1.1	-1	15
COc1ccc(C2=C(N)c3ccccc3C2=O)cc1	57*	-5.6	0.1	-61	-6	0.4	133*	2	61	2
COCCn1c(=O)[nH]c2cc(C(=O)NC3CCCCCC3)ccc2c1=O	-3	-1.3	0.1	-12	0	1	106	1.3	12	3
COc1ccc(C2C(=O)N(C3CCCCC3)CC(=O)N2CCc2ccccc2)cc1OC (centres undefined)	-6	1.4	-0.5	-20	2	1.1	103	0.85	20	2
Cc1c(C=O)c2ccccc2n1CC(=O)NC(C)c1ccccc1 (centres undefined)	-2	-0.8	-0.3	7	-5	1	85	0.8	-7	18
CCCn1c(=O)[nH]c(=O)c2c1nc(-c1ccc(OC(F)(F)C(F)C(F)(F)F)cc1)n2CCOC (centres undefined)	-7	12	-0.3	-5	-2	1.1	98	1	5	7
Cc1cccc(C)c1NC(=O)CC1SC2=NCCN2C1=O (centres undefined)	-2	0.1	-0.4	4	-1	1	106	2	-4	-1
CC1CCCN(c2ccc([N+](=O)[O-])s2)C1 (centres undefined)	3	0.2	0.1	-5	-2	1	107	1.1	5	3
O=C(CCCSc1nnc(-c2cccs2)n1CC1CCCO1)c1ccccc1 (centres undefined)	-6	1.1	-0.4	-15	-3	1.1	100	0.78	15	1
O=C(NC12CC3CC(CC(C3)C1)C2)N1CCC(n2nnc3ccccc32)CC1	-5	-0.3	0.0	-8	-6	1	104	1.3	8	1
Cn1c(SCC(=O)NNC(=O)Cc2ccccc2)nnc1-c1ccccc1	1	-0.2	-0.2	-20	0	1	98	1.3	20	-7
CCOc1ccccc1-n1c(SCC(N)=O)nc2ccccc2c1=O	-5	-0.2	0.3	0	-8	1.1	98	0.81	0	5
COc1ccc(CCC(=O)Nc2ccc(C)c(S(=O)(=O)N(C)C)c2)cc1OC	4	-0.2	-0.3	20	-3	1	88	0.71	-20	9
CN(Cc1cc([N+](=O)[O-])c2cccnc2c1O)C1CCCCC1	-4	0.1	-0.1	4	-5	1	98	1	-4	20
O=C(NN1C(=O)C2C3C=CC(C3)C2C1=O)c1ccco1 (centres undefined)	-8	-0.9	-0.1	27	-1	1.1	107	1.1	-27	-1
O=C(NCCN1CCOCC1)C1CCN(c2ncnc3c2sc2cccc(F)c23)CC1	3	-1.6	-0.5	6	-9	1	89	0.74	-6	12
Cc1cc(C)c2c(N)c(C(=O)c3ccc(Cl)c(Cl)c3)sc2n1	-8	-0.4	-0.2	-7	-5	1.1	107	1.1	7	0
CCCCCn1c(CN2CCN(C(=O)OCC)CC2)nc2c1c(=O)n(C)c(=O)n2C	x	4.3	-0.4	-59	x	x	102	x	59	x
CCc1cc(C(=O)N=Nc2c(O)[nH]c3c(Br)cc(Br)cc23)c2ccccc2n1	3	0.4	-0.2	-12	1	1	91	0.37	12	4

15 compounds out of the list, sorted by length of the SMILES, falling:
SMILES	FLuc inhib CS	Redox H2O2 prof	Hsp70 activator	APP transl inh	HMGR II inh	FLuc act counter	STAT1 activator	NF-kB neuron act	APP 5'UTR act	G6PDH CS
COc1ccccc1NS(=O)(=O)c1ccc(NC(=O)c2nc3nc(C)cc(C(F)F)n3n2)cc1	-5	0.4	0.2	-9	-1	1.1	95	1	9	2
CCc1cc(C(=O)N=Nc2c(O)[nH]c3c(Br)cc(Br)cc23)c2ccccc2n1	3	0.4	-0.2	-12	1	1	91	0.37	12	4
Cc1ccc(C)c(NC(=O)CN(C)C(=O)c2nn(C)c(=O)c3ccccc23)c1	-4	-1.2	-0.3	7	-2	1	94	0.97	-7	2
COc1ccc(C2C(=O)N(C3CCCCC3)CC(=O)N2CCc2ccccc2)cc1OC (centres undefined)	-6	1.4	-0.5	-20	2	1.1	103	0.85	20	2
COc1ccc(CCC(=O)Nc2ccc(C)c(S(=O)(=O)N(C)C)c2)cc1OC	4	-0.2	-0.3	20	-3	1	88	0.71	-20	9
O=c1c2sc3nc(N4CCOCC4)c4c(c3c2nnn1Cc1ccccc1)CCCC4	-5	1.9	-0.5	1	-1	1	101	0.98	-1	-2
COc1ccc(/C=C/C(=O)NCC(=O)N/N=C/c2ccc(OC)cc2)cc1	-3	-1.7	-0.4	12	-3	1	99	0.88	-12	3
O=C(NNC(=O)c1ccccc1-n1cccc1)c1ccc(Cl)c(Cl)c1	-7	20	0.0	-8	-9	1.1	110	1	8	3
CN(Cc1cc([N+](=O)[O-])c2cccnc2c1O)C1CCCCC1	-4	0.1	-0.1	4	-5	1	98	1	-4	20
CCN(CC)CCNC(=O)C12CC3CC(C)(CC(C)(C3)C1)C2	-7	0.2	-0.3	9	-2	1.1	97	1	-9	4
O=C(NN1C(=O)C2C3C=CC(C3)C2C1=O)c1ccco1 (centres undefined)	-8	-0.9	-0.1	27	-1	1.1	107	1.1	-27	-1
CCCCOc1ccc(CN(CCO)CCO)cc1[N+](=O)[O-]	1	-0.1	-0.2	-5	-4	1	110	1	5	4
CCOc1ccccc1/C=N/NC(=O)CNC(=O)c1cccs1	10	-0.3	0.0	-9	-2	0.9	91	1.4	9	-4
Cc1cccc(-c2nnc(SCC#N)n2C)c1	-3	-0.4	0.1	-24	2	1	101	1.5	24	10
CC1CCCCC1NC(=O)CSCC(=O)O (centres undefined)	3	0.1	-0.1	-18	-1	1	100	1.1	18	6

Assay outcomes (PubChem BioAssay)
